DAX1 inh-1 – blocks DAX1 repression of SF-1 activated StAR promoter; HEK293T StAR-luciferase reporter, SF-1/DAX-1 repression relief; inhibition, % at 6.8 µM; 370,000 compounds, 1.1% hits; AID 652010;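 active means inhibition above the mean over all tested compounds plus 3 SD, cut at about 3.6% in these data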;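 further: 0% = DAX-1 cells with DMSO and 100% = cells lacking DAX-1 with DMSO; higher inhibition means more luminescence from relief of DAX-1 repression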
ssDAF-12 act – activates DAF-12 receptor from parasite S. stercoralis; activation, % at 6.8 µM; 370,000 compounds, 1% hits; HEK293 ssDAF-12/GRIP1 lit1-tk-luc reporter, luminescence; % of 3 µM dafachronic acid response; AID 652126;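 active means activation above the mean over all tested compounds plus 3 SD, cut at about 0.9% in these data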;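 further: 0% = DMSO-only wells and 100% = 3 µM delta7-dafachronic acid wells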
SMARCA2 act – SMARCA2 function activation, primary screen | MG213 cells, MMTV-luciferase reporter, dexamethasone, overnight | 370,000 compounds, 1% hits | activation, % at 9.1 µM; in the data active means activation above about 7.8%;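 further: 0% = vehicle wells and 100% = reference activator wells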
hcDAF-12 act – H. contortus DAF-12 activation, primary screen | HEK293 hcDAF-12 lit1-tk-luc reporter, luminescence; 0% DMSO, 100% Δ7-dafachronic acid | AID 652067 | activation, % at 6.8 µM | 370,000 compounds, 1.4% hits;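 active means activation above the mean of all tested compounds plus 3 SD, cut at about 5.5% in these data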;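 further: 100% = response to 3 µM Δ7-dafachronic acid high control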
GC-B act – GC-B (human) receptor activation; 370,000 compounds, 0.11% hits; P20594; HEK293-GC-B cells, CNP EC30, cGMP TR-FRET; 0% at EC30 CNP, 100% saturating CNP; activation, % at 10 µM;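 active means activation at 10 µM reaching about 35% in either raw or pattern-adjusted values, limit read from the data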
Target sequence (P20594 whole entry, looked up): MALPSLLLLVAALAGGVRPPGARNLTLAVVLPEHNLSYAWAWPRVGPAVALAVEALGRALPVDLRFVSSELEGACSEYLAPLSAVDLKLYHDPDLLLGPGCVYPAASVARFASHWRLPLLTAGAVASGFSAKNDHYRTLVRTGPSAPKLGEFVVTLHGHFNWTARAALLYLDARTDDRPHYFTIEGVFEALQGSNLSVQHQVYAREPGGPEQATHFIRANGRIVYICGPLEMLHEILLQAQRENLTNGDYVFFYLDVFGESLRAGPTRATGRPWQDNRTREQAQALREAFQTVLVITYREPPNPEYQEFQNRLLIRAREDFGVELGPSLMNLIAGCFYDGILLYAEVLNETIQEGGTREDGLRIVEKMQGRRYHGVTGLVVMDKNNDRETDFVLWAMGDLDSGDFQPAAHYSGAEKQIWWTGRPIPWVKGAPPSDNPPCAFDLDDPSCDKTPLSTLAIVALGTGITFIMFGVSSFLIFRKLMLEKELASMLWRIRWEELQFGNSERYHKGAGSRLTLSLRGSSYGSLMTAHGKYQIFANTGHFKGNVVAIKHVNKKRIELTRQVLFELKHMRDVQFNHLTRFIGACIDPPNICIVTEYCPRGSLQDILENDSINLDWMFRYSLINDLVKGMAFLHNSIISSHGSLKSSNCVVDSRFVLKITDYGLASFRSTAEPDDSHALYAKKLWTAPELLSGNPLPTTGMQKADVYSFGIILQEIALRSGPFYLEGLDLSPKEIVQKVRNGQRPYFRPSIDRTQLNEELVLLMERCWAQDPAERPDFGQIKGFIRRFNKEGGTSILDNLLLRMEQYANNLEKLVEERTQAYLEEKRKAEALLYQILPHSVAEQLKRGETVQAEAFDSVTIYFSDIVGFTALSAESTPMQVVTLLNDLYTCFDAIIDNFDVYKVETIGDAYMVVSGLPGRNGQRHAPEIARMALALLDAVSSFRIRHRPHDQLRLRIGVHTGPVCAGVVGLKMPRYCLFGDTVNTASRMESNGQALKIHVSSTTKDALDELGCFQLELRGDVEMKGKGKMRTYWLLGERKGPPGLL
GAA850 FXN act – activators of GAA850 frataxin (FXN) promoter | HEK293 lucGAA850 FXN promoter luciferase reporter, 24 h; percent of 10 µM SAHA response | activation, % at 6 µM | 360,000 compounds, 0.56% hits | AID 540364;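 active means activation above the average of all compounds screened plus 3 SD, cutoff fixed separately per campaign, cut at about 7.5% in these data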;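 further: 0% = DMSO wells and 100% = 10 µM SAHA wells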
HGIII-sPLA2 inh – Inhibits HGIII-sPLA2 liposome hydrolysis, primary screen | 370,000 compounds, 0.56% hits | QFRET BODIPY PC-A2 liposome hydrolysis, fluorescence | AID 743126 | Q9NZ20 | inhibition, % at 12.2 µM;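 active means inhibition above mean plus 3 SD of compounds lying within the high and low control bounds, cut at about 19% in these data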;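 further: 0% = median of test compound wells and 100% = no enzyme DMSO wells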
ADAM10 inh – inhibits human ADAM10; O14672; recombinant ADAM10, EDANS/DABCYL FRET peptide cleavage, 3 h; inhibition, % at 7 µM; 370,000 compounds, 0.62% hits; AID 720582;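 active means inhibition above a per-campaign cutoff equal to the mean of compounds falling between control-based bounds plus 3 SD, cut at about 20% in these data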;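 further: 0% = DMSO wells while the 100% control is not disclosed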
hgDAF12 agonist – hgDAF-12 agonism, primary luciferase screen; HEK293 GAL4-hgDAF12 UAS-luciferase reporter, agonist luminescence; normalized to butyrate control; 370,000 compounds, 1.8% hits; AID 687014; activation, % at 6.8 µM;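 active means activation above a cutoff set at the mean of all screened compounds plus 3 SD, cut at about 10% in these data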;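 further: 0% = DMSO wells and 100% = sodium butyrate wells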
DAX1 inh-2 – inhibits human nuclear receptor DAX1. P51843. HEK293 Gal4-DAX1 luciferase reporter, luminescence. inhibition, % at 6.75 µM. 340,000 compounds, 0.99% hits. AID 504766;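 active means inhibition above the mean over all tested compounds plus 3 SD, cut at about 4.2% in these data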;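 further: 0% = DAX1-transfected cells with DMSO and 100% = empty-vector control cells with DMSO; inhibition shows as a rise in luminescence from relieved DAX1 repression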
GC-A act – GC-A (human) enzyme activation | HEK293 GC-A cells, cGMP TR-FRET, EC30 ANP; 0% at EC30 ANP, 100% saturating ANP | activation, % at 10 µM | 370,000 compounds, 0.14% hits | AID 1671463; in the data active means activation above about 40%
The depositor's hits bear a star; i = inactive; · = no result given. No enrichment for hits, and some 6.6% of all compounds hit somewhere here.

SMILES	DAX1 inh-1	ssDAF-12 act	SMARCA2 act	hcDAF-12 act	GC-B act	GAA850 FXN act	HGIII-sPLA2 inh	ADAM10 inh	hgDAF12 agonist	DAX1 inh-2	GC-A act
CC1Oc2ccccc2N(CC(=O)NC2CCCCC2)C1=O (centres undefined)	-0.6	-0.6	-2.2	1.5	4.2	0.7	1.5	1.2	0.9	0.9	-3.7
Cc1ccc2nc(-c3ccc(SCC(=O)Nc4nc(C)cs4)nc3)[nH]c2c1	2.3	0.0	7.1	4.6	14.1	0.7	0.8	-21.4	8.1	1.6	4.2
O=c1c(-c2nnc(SCc3ccc(Cl)c(Cl)c3)o2)cccn1Cc1ccccc1	0.4	-1.6	0.4	-0.5	2.0	2.9	7.7	-356.9	-3.0	1.3	3.4
COC(=O)C1CCN(C2CN(C3CCCCC3)S(=O)(=O)C2)CC1 (centres undefined)	-1.6	-0.9	-1.8	0.7	6.3	·	6.1	-13.8	3.3	·	-4.8
COC(=O)Oc1ccc(/C=N/NC(=O)CN(c2ccccc2Cl)S(C)(=O)=O)cc1OC	-0.6	-0.5	0.1	-1.8	-0.8	2.8	-30.7	6.4	-0.7	-0.5	-1.6
Cn1c2ccsc2c2ncn(Cc3ccc(F)cc3)c(=O)c21	-1.8	-0.4	-3.3	-1.7	4.3	0.8	0.0	-16.3	-2.2	-1.6	7.7
CCc1ccc(O)c(CNCCNCc2cc(CC)ccc2O)c1	-0.7	-2.0	-0.6	-2.5	-16.7	-2.6	-16.4	-20.4	-2.4	-1.4	-13.1
Cc1ccc2cc(CN(Cc3ccco3)C(=O)C3CCCCC3)c(=O)[nH]c2c1C	0.1	-1.1	1.3	-0.8	-7.2	-2.8	-1.9	-5.8	0.3	-0.3	-5.8
Cc1c(CCO)sc[n+]1CC(=O)OCCC12CC3CC(CC(C3)C1)C2	-0.8	-2.1	-1.1	1.4	1.0	1.7	-23.1	3.7	1.7	-0.6	1.4
COc1ccccc1-n1c(CNc2c(C)cccc2C)nnc1SCC(=O)N1CCOCC1	-0.3	-1.2	0.9	1.7	-3.4	2.0	-0.9	11.0	0.4	-1.0	-3.1
COc1ccccc1-c1cc(C(F)(F)F)nc(N2CCCC2)n1	-1.1	-1.0	-0.1	-0.9	-0.8	1.1	1.8	-2.9	0.5	0.0	-7.9
CCOC(=O)Cc1cc(=O)n2[nH]c(-c3ccccc3)c(-c3ccccc3)c2n1	0.0	-1.0	-5.8	0.8	9.5	-1.1	-12.5	-81.2	3.5	0.0	8.0
OC(CN1CCN(c2cccc(C(F)(F)F)c2)CC1)c1c[nH]c2ccccc12 (centres undefined)	-0.3	-0.4	-0.1	4.3	-2.0	-2.1	-24.5	6.8	0.7	1.2	4.9
CCN1C(=O)CC(N2CCC(Nc3ccc(F)cc3)CC2)C1=O (centres undefined)	-0.5	-1.1	3.6	-2.5	4.1	0.5	-0.1	0.3	-1.0	0.4	4.3
COc1cc(-c2nc(C)c(C(C)=O)n2O)ccc1OCC(=O)Nc1ccc(Cl)cc1	-0.8	-0.3	-1.8	-1.0	-3.5	-0.5	-26.5	0.8	-0.2	-0.5	-4.3
O=C(COc1ccc(F)cc1)N(Cc1ccco1)C1CCS(=O)(=O)C1 (centres undefined)	-0.4	-1.0	-3.0	0.5	1.4	1.7	8.4	-0.4	-2.9	0.3	6.5
O=C(CC1C(=O)NCCN1Cc1c(F)cccc1Cl)NC1CCCCCC1 (centres undefined)	-0.3	-1.1	-4.4	-2.5	1.6	1.2	14.0	-13.7	-2.5	-0.2	-1.2
O=C(CCNC(=O)c1ccc([N+](=O)[O-])cc1)NCCC1=CCCCC1	0.2	-0.4	-1.2	-1.3	-4.9	1.6	3.0	-4.4	-1.1	0.1	-0.7
CC1(C)OC(=O)N(CC(=O)Nc2ccccc2)C1(C)O (centres undefined)	-0.7	0.4	-0.1	-0.7	-2.2	0.2	10.3	-6.8	0.8	0.1	3.4
O=C(O)CCCC(=O)Nc1ccc(Oc2cccc(C(F)(F)F)c2)nc1	-0.4	-1.3	-2.2	0.1	1.2	-0.4	0.1	0.5	-5.7	·	-1.3
CCNc1nc(C)cc(COC)c1C#N	-0.2	-0.8	-5.1	-0.2	3.0	2.7	1.8	-480.9	-1.3	2.3	-1.2
CCOc1ccc(C(=O)NCC(=O)N2CCC3CCCCC3C2)cc1OCC (centres undefined)	-0.2	-0.6	-1.7	-3.0	-0.7	2.0	-3.9	2.7	-1.1	-0.7	-0.3
CC(NC(=O)Cn1cc(C(F)(F)F)cc(Cl)c1=O)c1ccccc1 (centres undefined)	-0.2	-1.0	-1.4	1.2	-4.1	-2.1	0.8	3.1	1.5	-1.4	0.6
CCC(=O)N1CCN(c2ccccc2NC(=S)NC(=O)c2cccc([N+](=O)[O-])c2)CC1	-2.1	-0.9	1.9	0.3	-2.6	1.8	2.0	11.9	-5.1	-1.7	-7.9
O=C(COC(=O)[C@@H]1CCCN1C(=O)c1cccs1)Nc1cccc(Cl)c1	1.1	-0.9	-3.4	2.7	-4.9	0.4	-7.7	-2.2	0.9	2.1	-6.6
CN1CCN(CC(=O)Nc2cccc(S(=O)(=O)N(C)c3ccccc3)c2)CC1	0.8	-1.8	5.6	1.1	3.2	0.8	-8.6	-7.1	-2.6	0.6	3.8
Nc1c(-c2ccc(F)cc2)cnn1C1CCS(=O)(=O)C1 (centres undefined)	0.3	-1.2	-0.4	-1.9	0.4	0.5	0.2	-5.1	-0.4	-0.2	3.6
CCC1(C)Cc2c(sc3c2c(=O)n(C)c2nnc(SCc4ccc5c(c4)OCO5)n32)CO1 (centres undefined)	-0.7	-1.4	-1.1	-1.9	3.9	-0.8	-1.0	2.9	-1.5	0.0	3.1
CS(=O)(=O)N(CC(=O)N1CCN(c2ccccc2)CC1)Cc1ccc(Cl)cc1	-1.9	-1.5	-3.2	-3.0	-2.3	-1.5	-13.9	-2.6	-2.8	0.1	-2.9
CCOC(=O)C1(Cc2ccccc2Cl)CCN(C(=O)CN2CCOC2=O)CC1	1.9	0.2	4.3	2.4	2.6	3.1	-1.6	2.8	16.6*	2.3	-1.1
CC1CN(S(=O)(=O)c2ccc(C(=O)N(C)C3CCCCC3)cc2)CC(C)O1 (centres undefined)	-0.8	-1.1	-3.3	-0.2	0.3	0.3	7.0	-7.1	-4.9	-0.5	1.5
Cc1ccc(C(=O)N/C(=C\c2ccco2)C(=O)NCC2CCCO2)cc1C (centres undefined)	1.1	-1.5	0.0	0.7	-8.8	-2.5	-3.8	-5.2	1.5	0.7	0.8
CC(C)NC(=O)COc1ccc2c(c1)C(=O)CC(C)(C)O2	0.3	-1.7	0.1	0.4	-1.4	1.1	4.2	i	3.6	3.9	-0.9
COc1ccc(NC(=O)C2CCCN(S(=O)(=O)c3cccnc3)C2)c(OC)c1 (centres undefined)	-1.4	-1.1	-0.5	-2.5	1.2	-1.2	-0.3	-5.5	-0.8	2.4	0.7
CCC(c1nnnn1C(C)(C)CC)N(CCCN1CCOCC1)Cc1cc2cccc(C)c2[nH]c1=O (centres undefined)	0.7	-0.9	-3.0	-0.2	0.2	-1.8	-5.3	-3.1	3.3	1.1	3.3
O=C(O)c1cc(-c2ccco2)[nH]n1	0.4	-1.6	0.2	-0.5	4.2	-1.6	2.1	-13.9	1.8	0.1	5.9
CCc1nnc(NC(=O)CN2C(=O)N(C)C3(CCCCC3)C2=O)s1	0.8	-1.4	0.6	-1.2	2.4	-0.2	4.0	-3.2	1.7	0.4	-1.9
Nc1nnc(SCCCC(=O)c2ccc(F)cc2)s1	-0.1	-0.2	-1.2	0.1	-2.2	0.9	0.8	-1.5	4.8	0.4	9.6
Cc1cc(C)cc(N=C2NC(=O)CS2)c1	-1.0	-0.8	5.0	-1.0	5.4	1.9	-17.0	6.6	-1.1	0.9	-0.4
CCC(=Cc1ccccc1O)c1ccncc1	-0.7	-1.0	-4.5	-1.1	0.8	0.3	3.9	-9.9	-1.2	2.2	0.5
C=CCN(CC=C)c1ccc(N2C(=O)C3CCCCC3C2=O)cc1[N+](=O)[O-] (centres undefined)	-0.7	-1.4	-3.7	-3.1	1.9	-0.7	-0.5	4.1	-3.1	0.0	2.5
O=c1c2ccccc2nc(-c2cccc(Cl)c2)n1O	0.6	-0.9	-3.6	-1.3	-3.2	1.8	-2.9	-1.9	2.6	-0.8	-0.6
CCOC(=O)C1CCN(C(=O)/C=C/c2ccc(OC)cc2)CC1	0.7	-0.7	-1.9	0.6	-5.3	0.2	0.4	-7.7	3.8	-1.0	-1.2
CCC(=O)Nc1ccc(NCc2ccc(-c3ccccc3)cc2)cc1	-1.1	-2.0	-4.4	-2.0	0.4	0.4	7.3	-16.4	-1.2	1.7	2.8
CCN(CC)S(=O)(=O)c1ccc(N2CCOCC2)c(NC(=O)c2nn(C)c(=O)c3ccccc23)c1	-1.3	-0.9	-2.9	0.4	3.9	-1.5	8.8	-9.4	-0.1	-0.7	2.4
CCOc1ccc2oc(C(=O)OCC(=O)N(CC(C)C)c3c(N)n(Cc4ccccc4)c(=O)[nH]c3=O)c(C)c2c1	-2.1	-1.6	-1.4	-1.7	-3.9	-0.6	-9.9	-232.8	-5.4	-0.1	-1.4
COc1ccc(S(=O)(=O)N2CCN(C(=O)CC(C)C)CC2)cc1	-0.2	-1.3	0.2	-2.1	2.9	0.8	0.8	-6.2	3.6	-0.7	4.0
CCOC(=O)C(Cc1cc(C(C)=O)ccc1OCC)C(=O)OCC	-0.8	-1.5	-0.8	-0.6	-1.1	2.6	-2.0	2.5	0.3	-0.3	-1.5
COC(=O)c1cc(C(=O)OCC(=O)NC(=O)NCc2ccccc2)cc([N+](=O)[O-])c1	0.4	-0.5	-1.7	1.8	-5.3	1.2	1.0	-16.4	3.8	-0.6	-0.2
CCC(CO)Oc1cc(NCc2cccc(C(F)(F)F)c2)c2ncn(C(C)C)c2c1 (centres undefined)	0.6	-1.4	0.5	0.9	2.1	-2.3	-0.3	1.3	0.8	0.5	-0.5
CC(=O)c1ccc(NC(=O)c2ccccc2-c2ccccc2C(=O)O)cc1	-0.3	-1.2	-1.9	3.2	-1.1	1.8	-1.2	2.6	2.9	-0.6	2.1

Compound activity deposited in PubChem by several laboratories.
